# DT40 TDP1 CPT – DT40-hTDP1 cell growth loss with CPT. AID 686979. Potency, µM (highest dose often 46.2 µM), for inactives: top-dose activity change, negative = growth inhibition, actives largely listed as inhibitors. 12% of 420,000 active. chicken DT40 Tdp1-/-;hTDP1 cells + 20 nM CPT, ATP luminescence, 48 h; note: nearly all actives have a fitted effect of over 55% in size
#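 Chicken DT40 Tdp1-/- cells stably complemented with human TDP1 were seeded at 400 cells/well in medium containing 20 nM camptothecin, exposed to pin-transferred compounds, and grown at 37 °C for at least 48 hr. Viability was read as ATP luminescence.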
# KAT2A inh – inhibitors of human GCN5L2 histone acetyltransferase | Q92830 | GCN5L2 HAT assay, ThioGlo1 CoA-SH fluorescence | Potency, µM (series often up to 58.9 µM), inactives show top-dose activity change, negative = inhibition, hits mostly inhibitors | 0.21% of 390,000 active
#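 Free CoA generated was detected with ThioGlo1 (50uM) fluorescence at Ex340nm/Em540nm, read immediately and after 20 min at room temperature. Enzyme, 20 nM in HEPES pH 7.5 buffer, saw compounds 15 min before adding 75uM H3(1-25) peptide and 70uM acetyl-CoA.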
# FEN1 inhibitor – blocks human flap endonuclease 1. Potency, µM (highest dose often 114 µM), for the others: top-dose activity change, negative = inhibition, usual class: inhibitors. P39748. AID 588795. Recombinant FEN1 flap cleavage, fluorescence, 15 min. 0.35% of 390,000 active; note: nearly all actives have a fitted effect of over 65% in size
# Target sequence (P39748 whole entry, looked up): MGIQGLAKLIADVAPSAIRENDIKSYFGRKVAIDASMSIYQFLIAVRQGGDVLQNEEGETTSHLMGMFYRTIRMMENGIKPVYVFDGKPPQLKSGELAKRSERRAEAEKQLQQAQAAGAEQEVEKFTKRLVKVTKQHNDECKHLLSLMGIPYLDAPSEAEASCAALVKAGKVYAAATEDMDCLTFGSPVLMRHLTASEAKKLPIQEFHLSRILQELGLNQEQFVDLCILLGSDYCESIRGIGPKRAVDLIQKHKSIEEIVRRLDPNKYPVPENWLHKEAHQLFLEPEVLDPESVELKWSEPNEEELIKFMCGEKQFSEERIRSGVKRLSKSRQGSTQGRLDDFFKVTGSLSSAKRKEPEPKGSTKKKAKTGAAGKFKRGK
#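 Potency values derive from four-parameter Hill fits of normalized qHTS data. The reaction used 10 nM FEN1 preincubated 15 min at room temperature with compound, then 50 nM DNA substrate, read at 0 and 15 min.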
# * = called active by the depositor; ? = inconclusive; . = no result given; & = joins results of further samples. Calls come from the whole dose curve; as a rule, active = well fitted curve in the direction sought with a large enough effect; inconclusive = small, poorly fitted or top-dose-only effect, or another doubt; inactive = no such curve, though single readings can be large; an effect the other way counts as inactive or inconclusive. % is set by controls: 0 for no effect and ±100 for the full control effect; potency is the fitted concentration of half-maximal effect. Only part of the results is shown. The share of hits here may be higher or lower than overall.
SMILES,DT40 TDP1 CPT,KAT2A inh,FEN1 inhibitor
COC(=O)CCCC(=O)NC1CCCc2c1cnn2-c1ccc(F)cc1F (stereo unspecified),-19%,3%,-3%
CCN1C(=O)CCN(C2CCCC2)c2nc(Nc3ccc(C(=O)NC4CCN(C)CC4)cc3OC)ncc21,5.2µM*,.,-19%
O=C1CCCC2=C1C(c1ccc(O)c(O)c1)Nc1ccc3ncccc3c12 (stereo unspecified),-10%,-1%,?
O=C(Cc1ccc(NC(=O)C2CCCN(C(=O)C3CCC3)C2)cc1)Nc1cccc(C(=O)N2CCCC2)c1 (stereo unspecified),10%,.,-4%
CCOC(=O)c1cnn(Cc2ccccc2Cl)c1N,-15%,-1%,-4%
Cc1c(NC(=O)Nc2ccc(Cl)c(Cl)c2)sc(=S)n1C,26µM*,.,8%
CC12CCC(C(=O)NCC3CCCO3)(OC1=O)C2(C)C (stereo unspecified),-5%,-2%,3%
Cc1ccc2c(Cl)c(Cc3ccccc3)c(=S)[nH]c2n1,?,.,1%
Cc1cccc(CNC(=O)c2cnc3sc(N4CCCCCC4)nn3c2=O)c1,-16%,-8%,10%
COc1cc(C(=O)N(Cc2ccccn2)CC2CCCO2)cc(OC)c1OC (stereo unspecified),-29%,-24%,0%
O=C(NCCSc1ccccc1)c1ccco1,-18%,-1%,-4%
CCOc1ccc(OCCCC(=O)NCCc2ccc(OC)cc2)cc1,8%,-3%,-9%
Cc1cc(N2CCCCC2)nc(SCc2ccc(C#N)cc2)n1,-27%,-5%,-23%
Cc1c(NC(=S)NC(=O)c2ccc(Cl)cc2)c(=O)n(-c2ccccc2)n1C,13%,.,0%
CCCc1cc(=O)[nH]c2nnc(SCC(=O)Nc3cc(C)on3)n12,-12%,-5%,-2%

# Limited to DT40 TDP1 CPT and KAT2A inh, for 4 of the compounds above:
smiles | DT40 TDP1 CPT | KAT2A inh
Cc1c(NC(=O)Nc2ccc(Cl)c(Cl)c2)sc(=S)n1C | 26µM* | .
CC12CCC(C(=O)NCC3CCCO3)(OC1=O)C2(C)C (stereo unspecified) | -5% | -2%
Cc1ccc2c(Cl)c(Cc3ccccc3)c(=S)[nH]c2n1 | ? | .
Cc1cccc(CNC(=O)c2cnc3sc(N4CCCCCC4)nn3c2=O)c1 | -16% | -8%

# Other structures follow.
SMILES,DT40 TDP1 CPT,KAT2A inh,FEN1 inhibitor
Cc1cc(C)cc(NC(=O)CSc2nc3nc(C)cc(C)c3c(=O)[nH]2)c1,-22%,-9%,-4%
CCOc1ccc(NC(=O)N(CCCN2CCOCC2)Cc2cccnc2)cc1,-1%,-3%,-4%
O=C(NCCN1CCN(c2ccccc2F)CC1)C1CC(=O)N(C2CCCC2)C1 (stereo unspecified),1%,-19%,6%
O=C(O)c1ccccc1NC(=S)NC(=O)c1sc2ccccc2c1Cl,?,-15%,-9%
CCOC(=O)N1CCN(C2CCCN(C(=O)c3ccccc3SC)C2)CC1 (stereo unspecified),-2%,-2%,-1%
NC(=S)NNC(=O)c1ccccc1,0%,-6%,-10%
Cc1cccc(NC(=S)NNC(=O)c2csc(C(C)C)c2)c1,?,-2%,-14%
Cc1cc(C)c(S(=O)(=O)N2CCN(c3ccc([N+](=O)[O-])c(NCc4ccco4)c3)CC2)c(C)c1,-16%,4%,7%
Cc1cccc(C)c1NC(=S)N(Cc1ccco1)C1CCN(C(C)C)CC1,-7%,6%,-2%
COC(=O)c1sccc1S(=O)(=O)N(CC(=O)Nc1cc(F)ccc1F)c1ccc(C)c(C)c1,?,-2%,-3%
O=C(O)C1Nc2c(O)cccc2C2C=CCC12 (stereo unspecified),?,-2%,40µM*
N#Cc1c(NC(=O)CCn2cnc3ccccc3c2=O)oc(-c2ccccc2)c1-c1ccccc1,-6%,-27%,-4%
CCCCC(=O)Nc1ccc2nc(SCC(=O)N3CCCC3)sc2c1,?,-11%,1%
O=C(CSc1nnc(-c2cccs2)n1Cc1ccco1)c1ccc2c(c1)OCO2,?,-11%,0%
O=C(NCc1ccccc1)c1ccc(N2C(=O)C3CCCCC3C2=O)cc1 (stereo unspecified),6%,7%,0%
Cn1c(=O)[nH]c(=O)c2c1nc(Br)n2CCOc1ccccc1,10µM*,-3%,-2%
Cc1[nH]c2c(C)cccc2c1CCNC(=O)c1cc2ccccc2oc1=O,.,-4%,2%
COc1cccc(C2CC(=O)N3CN(c4ccccc4F)CSC3=C2C#N)c1 (stereo unspecified),?,16µM*,?
O=[N+]([O-])c1cccc(C(=S)N2CCN(c3ccccc3F)CC2)c1,4%,-10%,-2%
COC(=O)c1c(-c2cccs2)csc1NC(=O)CN1CCOCC1,-30%,-5%,-23%
CCOC(=O)CSCc1csc(CC(=O)Nc2ccccc2C)n1,-17%,.,-17%
CC(=O)N(CCC(Cc1ccccc1)c1ccc2c(c1)OCO2)Cc1ccccc1F (stereo unspecified),?,-12%,-11%
O=C(C[C@H]1C/C=C\CC[C@H](Cc2ccc(F)cc2)C(=O)O[C@@H](c2ccccc2)CNC1=O)N[C@H](CO)Cc1ccccc1,?,-2%,-15%
N#CCCn1cc(/C=N/NC(=O)c2ccncc2)c(-c2ccc(F)cc2)n1,5%,-6%,-4%
O=C(Nc1ccccc1)c1ccc(NCc2cccnc2)c(S(=O)(=O)N2CCOCC2)c1,-21%,-4%,-14%
CSc1nc2nc3c(c(=O)n2[nH]1)CN(Cc1ccccc1)CC3,26µM*,-2%,-2%
COC(=O)C1=NNC2(c3ccc(Cl)cc3)C(=O)N(c3ccc(Cl)cc3)C(=O)C12 (stereo unspecified),3%,18%,-6%
O=C(O)c1cc(O)c2c(c1)[C@@H]([C@H]1c3cc(C(=O)O)cc(O)c3C(=O)c3c(O[C@@H]4O[C@H](CO)[C@@H](O)[C@H](O)[C@H]4O)cccc31)c1cccc(OC3O[C@H](CO)[C@@H](O)[C@H](O)[C@H]3O)c1C2=O (stereo partly specified),?,0.5µM*,?
C[C@@H]1CN(Cc2nc(-c3ccc(Cl)cc3)no2)C[C@H](C)O1,?,0%,3%
CC(C)Oc1ccc(CN2CCC(n3nccc3NC(=O)c3cccnc3)CC2)cc1,-19%,4%,-1%

# Looked up by compound from the entries so far (7):
SMILES,DT40 TDP1 CPT,KAT2A inh,FEN1 inhibitor
COc1cc(C(=O)N(Cc2ccccn2)CC2CCCO2)cc(OC)c1OC (stereo unspecified),-29%,-24%,0%
CCOC(=O)CSCc1csc(CC(=O)Nc2ccccc2C)n1,-17%,.,-17%
Cc1cc(C)cc(NC(=O)CSc2nc3nc(C)cc(C)c3c(=O)[nH]2)c1,-22%,-9%,-4%
CC(C)Oc1ccc(CN2CCC(n3nccc3NC(=O)c3cccnc3)CC2)cc1,-19%,4%,-1%
CCOC(=O)c1cnn(Cc2ccccc2Cl)c1N,-15%,-1%,-4%
Cc1cccc(NC(=S)NNC(=O)c2csc(C(C)C)c2)c1,?,-2%,-14%
Cc1cccc(CNC(=O)c2cnc3sc(N4CCCCCC4)nn3c2=O)c1,-16%,-8%,10%

# Next part.
SMILES,DT40 TDP1 CPT,KAT2A inh,FEN1 inhibitor
CCOC(CNc1ncnc2sc(-c3ccccc3)cc12)OCC,?,-2%,?
O=C(O)c1ccc(CNC(=O)c2ccc(S(=O)(=O)N3CCCCC3)cc2)cc1,5%,-2%,-7%
CC(=O)Nc1ccc(S(=O)(=O)NCc2nc(-c3ccc(C)cc3)no2)cc1,-14%,2%,19%
Cc1onc(-c2ccccc2)c1C(=O)Nc1cccc(S(=O)(=O)NC2=NCCC2)c1,?,3%,12%
COc1ccc(OC)c(C(=O)NC(CC(N)=O)c2ccc(NC(C)C)c([N+](=O)[O-])c2)c1 (stereo unspecified),-27%,-3%,9%
COc1nccnc1NS(=O)(=O)c1ccc(NCc2cc(Br)ccc2O)cc1,1%,0%,4%
Cc1cc(=O)n2[nH]c(-c3ccc(F)cc3)nc2n1,?,-3%,-8%
O=[N+]([O-])c1ccccc1S(=O)(=O)NCCc1ccncc1,1%,-5%,-1%
COc1ccc(NC(=O)c2nn(C)cc2[N+](=O)[O-])cc1,1%,3%,12%
COc1ccc(-c2cn3c(C)c(C(=O)Nc4cccc(C)n4)sc3n2)cc1,?,-6%,-10%
CCOC(=O)c1cnc2ccc(OCC)cc2c1N1CCN(c2ccccc2OC)CC1,?,-5%,-13%
COCc1cc(C)nc2sc(C(=O)Nc3ccccc3F)c(N)c12,-9%,2%,-14%
COc1cc(/C=N/Nc2ccc([N+](=O)[O-])cc2S(=O)(=O)N2CCOCC2)cc(OC)c1OC,4%,-2%,-4%
Cc1ccc(NC(=O)C2CC(=O)N/C(=N/N=C/c3ccco3)S2)cc1C (stereo unspecified),-1%,0%,-1%
CCC(=O)N1CCc2cc(Br)cc(S(=O)(=O)N3CCCC(C(=O)N(C)c4ccc(Br)cc4)C3)c21 (stereo unspecified),18µM*,-2%,-1%
CCOC(=O)c1ccc2c(c1)NCc1cccc(OC)c1O2,10µM*,-2%,0%
Cc1cc(N2CCN(c3ccccc3)CC2)nc(-n2nc(C)cc2C)n1,4.6µM*,-4%,2%
COc1cccc(C2c3c(-c4ccccc4O)n[nH]c3C(=O)N2Cc2cccnc2)c1 (stereo unspecified),?,-5%,11%
NS(=O)(=O)c1ccc(CCNC(=S)Nc2ccccc2)cc1,-28%,0%,-1%
Cc1ccc(OC(=O)CSc2nnc(-c3cccs3)o2)cc1,1%,0%,15%
COc1ccccc1NC(=O)CSc1nc(O)c(Cc2ccccc2)c(=O)[nH]1,-7%,1%,-7%
COc1ccc2nc(-c3ccccc3)[nH]c2c1,?,-2%,-20%
CCOc1ncccc1C(=O)Nc1ccc(S(=O)(=O)Nc2cc(C)nc(C)n2)cc1,?,-4%,12%
COc1ccc(/C=C/C(=O)OCc2csc(-c3ccccc3)n2)cc1OC,-16%,-9%,-22%
CCc1ccc(CNC(=O)C2CCN(c3nnc(C)c4c(C)n(-c5ccc(C)cc5)nc34)CC2)cc1,16µM*,-5%&-4%,16%&4%
Cc1ccc(OCc2n[nH]c(=S)n2N)cc1C,6%,-1%,-1%
Cc1cc(C(=O)N/N=C/c2ccc([N+](=O)[O-])o2)c(C)o1,21µM*,-12%,7%
O=C(c1cnn(-c2ccc(F)cc2)c1-n1cccc1)N1CCN(c2ccccc2)CC1,.,-4%,-14%
CCOC(=O)Cc1csc(NC(=O)/C=C\c2ccccc2)n1,?,-5%,6%
O=C(CNC(=O)CNC(=O)c1ccc(Cl)cc1Cl)NCc1cccc(Cl)c1,-1%,-3%,9%
CCCN(CC(=O)Nc1ccccc1OC)C(=O)c1ccc(S(=O)(=O)Nc2ccccc2OC)cc1,?,.,0%
C=CCNC(=O)N1CCC(c2nc3ccccc3s2)CC1,-11%,3%,14%
CC1C(=O)N2CCCc3cc(S(=O)(=O)NCc4ccccc4Cl)cc1c32 (stereo unspecified),?,-1%,-8%
CN(Cc1ccccc1)Cc1nc2c(c(=O)n(C)c(=O)n2C)n1Cc1ccccc1Cl,26µM*,-2%,8%
C/C(=N\N1C(=O)c2ccccc2NC1c1ccccc1)c1ccccc1O (stereo unspecified),4.6µM*,3%,-5%
CCOc1ccc(C(=O)n2cc(C(=O)OC)c3ccccc32)cc1OCC,?,-1%,-4%
C/C(=C\CNc1ncnc2nc[nH]c12)CO,-18%&17%,.,20%
CC(C)Oc1ccc(Nc2ncnc3ccccc23)cc1,?,0%,12%
COc1ccc(CNC(=O)C(c2ccco2)N(C(=O)c2csnn2)c2cccc(C)c2C)cc1 (stereo unspecified),?,-4%,6%
Cc1cc2c(ncn2Cc2ccccc2)c([N+](=O)[O-])c1C,?,-10%,12%
c1ccc2c(c1)OCC(CN1CCCCC1)O2 (stereo unspecified),8%,-2%,.
O=C(O)CN1C(=O)CSC1=S,12%,6%,?
O=C(COC(=O)COc1cc(Cl)c(Cl)cc1Cl)NC1CC1,-18%,4%,5%
O=C(c1cccc(Cl)c1)C1CCCN(C(=O)c2ccc3c(c2)OCO3)C1 (stereo unspecified),?,-22%,15%
Cc1ccc(S(=O)(=O)Nc2ccc(C(=O)NCCCN3CCOCC3)cc2)cc1[N+](=O)[O-],5%,-4%,0%
COC(=O)c1cc(OCC(=O)Nc2ccc3c(c2)CCC3)cc(C(=O)OC)c1,-5%,-4%,0%
Cc1cc(C)c(C=NNc2nc3c([nH]2)c(=O)n(C)c(=O)n3C)c(C)c1,-12%,.,-3%
Cc1ccc(C)c(/C(O)=C2\C(=O)C(=O)N(CCCN3CCOCC3)C2c2cccnc2)c1 (stereo unspecified),-13%,0%,6%
CCOC1=NN(c2ncc(C(F)(F)F)cc2Cl)C(=O)C1,8%,-6%,6%
Cc1ccccc1Nc1nc(N)nc(CSc2n[nH]c(N)n2)n1,-2%,-11%,-2%
COC(=O)c1sc2cccc(F)c2c1S(=O)(=O)Nc1cc(OC)cc(OC)c1,6%,-1%,5%
N#C/C(=C\c1ccc(OCC(N)=O)cc1)c1ccccc1,-18%,-3%,5%

# Screens as filed in PubChem BioAssay.
